RGS4 inhibitor – Inhibitors of Regulator of G Protein Signaling (RGS) 4: qHTS. Regulator of G-protein signaling 4 (Homo sapiens), P49798. Transcreener GDP fluorescence polarization, RGS4-accelerated GTP hydrolysis. Potency, µM (doses to about 114 µM), for the others: top-dose activity change, negative = inhibition, usual class: inhibitors. 390,000 compounds, 0.039% hits; further: potency means the concentration at half of the fitted maximal effect; on the % scale 0 is the no-effect control and ±100 the full control effect; nearly all actives have a fitted effect of over 75% in size; some results filed as inactive show a strong effect at the top dose
Target sequence (P49798 whole entry, looked up): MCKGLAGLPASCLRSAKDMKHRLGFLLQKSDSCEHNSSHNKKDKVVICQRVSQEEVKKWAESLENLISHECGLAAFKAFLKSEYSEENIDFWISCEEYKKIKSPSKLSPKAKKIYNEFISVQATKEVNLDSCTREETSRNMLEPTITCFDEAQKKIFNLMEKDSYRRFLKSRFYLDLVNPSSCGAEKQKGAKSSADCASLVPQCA
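MLSMR compounds (23 nl, pin-transferred) preincubated 10 min at room temperature with a 500nM (2x) first reagent, then RGS4 at 900nM (2x) plus Transcreener GDP mix added; fluorescence polarization (620/688 nm) read before and after 90 min at 30 °C.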
BAZ2B inh – qHTS Assay for Inhibitors of BAZ2B; AlphaScreen BAZ2B-H3K14Ac peptide displacement; Potency, µM (doses to about 114 µM), without a hit: at the top dose activity change, negative = inhibition, usual class: inhibitors; 360,000 compounds, 4.4% hits; further: potency means the concentration at half of the fitted maximal effect; on the % scale 0 is the no-effect control and ±100 the full control effect; nearly all actives have a fitted effect of over 60% in size
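Protein-peptide AlphaScreen: BAZ2B 50 nM, b-H3K14Ac 50 nM, 1x PBS pH 7.4 + 0.01% Tween-20. Preincubation 30 min RT; cpd 30 min RT (top 110 uM); beads 20 min RT, light-protected.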
GLS inhibitor – qHTS for Inhibitors of Glutaminase (GLS) | 410,000 compounds, 0.21% hits | Glutaminase kidney isoform, mitochondrial (Homo sapiens), O94925 | GLS enzymatic activity, qHTS titration | Potency, µM (highest dose often 45.5 µM), for inactives: at the highest dose activity change, negative = inhibition, usual class: inhibitors | AID 624170, 2012; further: potency means the concentration at half of the fitted maximal effect; on the % scale 0 is the no-effect control and ±100 the full control effect
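hKGA in 45 mM KH2PO4 pH 8.2, 0.02% Tween-20 with pin-transferred compounds; 1 mM L-glutamine (stock) plus glutamate oxidase/HRP/Amplex Red coupling added. Fluorescence read initially and after 30 min at RT.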
HP1b binding inh – HTS for Inhibitors of HP1-beta Chromodomain Interactions with Methylated Histone Tails. AID 540317, 2011. 390,000 compounds, 0.56% hits. Potency, µM (titrated, usually from 114 µM), inactives show top-dose activity change, negative = inhibition, usual class: inhibitors. AlphaScreen HP1-beta / biotin-H3K9me3 peptide binding; further: potency means the concentration at half of the fitted maximal effect; nearly all actives have a fitted effect of over 70% in size; inactives centre near 23
Target sequence (P83916 whole entry, looked up): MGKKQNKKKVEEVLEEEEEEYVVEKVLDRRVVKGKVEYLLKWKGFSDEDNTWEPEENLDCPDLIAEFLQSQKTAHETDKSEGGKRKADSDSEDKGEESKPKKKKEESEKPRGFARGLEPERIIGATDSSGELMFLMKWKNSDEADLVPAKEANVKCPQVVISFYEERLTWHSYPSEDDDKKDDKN
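AlphaScreen: HP1-beta (50 nM) preformed 30 min with biotin-H3(1-18)K9me3 peptide (50 nM) in PBS pH 7.4, 0.01% Tween-20. Compound added for 30 min at RT, then streptavidin donor/nickel chelate acceptor beads (10 ug/mL) for 30 min.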
PI4K2A inh – qHTS for small molecular inhibitors of PI4K2A; activity change, negative = inhibition, % at 76.9 µM; purified PI4K2A, ADP-Glo luminescence, 1 h; hits give low values; Phosphatidylinositol 4-kinase type 2-alpha (Homo sapiens), Q9BTU6; 420,000 compounds, 0.13% hits; in the data active means activity change below about -50%; inconclusive means mostly about -30% to -49%;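 further: -100% = wells without enzyme as full effect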
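ADP-Glo luminescence measured ADP generated by PI4K2A enzyme (4 ug/mL before mixing) with 1.2 mM PI substrate (pre-mix) and 300 microM ATP (pre-mix). Tris pH7.5 buffer with MgCl2, Triton X-100; 1 h reaction at ambient temperature.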
G9a block – qHTS Assay for Inhibitors of Histone Lysine Methyltransferase G9a; Histone-lysine N-methyltransferase EHMT2 (Homo sapiens), Q96KQ7; G9a H3K9 monomethylation, AlphaScreen, 2 h; Potency, µM (series often up to 102 µM), without a hit: at the highest dose activity, negative = inhibition, most hits filed as inhibitors; 350,000 compounds, 8.8% hits; further: potency means the concentration at half of the fitted maximal effect; on the % scale 0 is the no-effect control and ±100 the full control effect; nearly all actives have a fitted effect of over 75% in size
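Signal arises when biotinylated H3K9 peptide, once monomethylated, bridges streptavidin donor and antibody-captured acceptor beads. Enzyme at 20 nM was preincubated 15 min with test compounds; peptide 500 nM and SAM 20 uM then reacted for 2 h.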
ERG Ets-DNA blk – qHTS for Small Molecule Inhibitors of the ERG Ets/DNA interaction; fluorescence polarization, His-ERG Ets domain / labelled DNA; Potency, µM (top dose mostly 76.9 µM), without a hit: top-dose FP activity, negative = inhibition, usual class: inhibitors; 370,000 compounds, 0.028% hits; AID 624246, 2012; active means well fitted inhibition curve with a large enough effect in the polarisation, with a control signal flat; inconclusive means small, poorly fitted or top-dose-only effect, or effect the other way, or a change in a side signal; inactive means no such curve, though single readings can be large or run the other way; the % refers to the polarisation;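 further: polarization taken with two DNA probes labelled with fluorescein and Texas red; potency means the concentration at half of the fitted maximal effect; % of control where 0% means no effect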
Target sequence (P11308 whole entry, looked up, the tested form may be a part): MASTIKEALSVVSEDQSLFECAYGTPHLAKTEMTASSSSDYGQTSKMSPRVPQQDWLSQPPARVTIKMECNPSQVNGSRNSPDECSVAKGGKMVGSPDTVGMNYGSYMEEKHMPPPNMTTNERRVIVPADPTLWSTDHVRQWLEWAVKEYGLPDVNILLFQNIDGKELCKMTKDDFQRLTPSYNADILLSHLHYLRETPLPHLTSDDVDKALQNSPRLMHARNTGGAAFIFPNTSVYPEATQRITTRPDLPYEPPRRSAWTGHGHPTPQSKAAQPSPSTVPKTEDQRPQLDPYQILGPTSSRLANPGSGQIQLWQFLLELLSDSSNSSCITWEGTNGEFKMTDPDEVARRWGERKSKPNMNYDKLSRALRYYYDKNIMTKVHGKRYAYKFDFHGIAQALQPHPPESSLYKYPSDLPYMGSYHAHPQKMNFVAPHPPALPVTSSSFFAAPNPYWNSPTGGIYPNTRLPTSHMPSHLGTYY
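His-tagged ERG Ets domain (1 uM in the protein solution; 300mM KCl, 50mM Tris-HCl, 1mM EDTA, 1mM DTT, pH 7.5) received compound, then a probe mix of 5 nM fluorescein-DNA and 100nM Texas-615-DNA. Fluorescence polarization was read for both dyes.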
JMJD2A Tudor – qHTS Assay for Inhibitors of JMJD2A-Tudor Domain; AlphaScreen JMJD2A-Tudor / H3K4me3 peptide binding; Potency, µM (series often up to 114 µM), for inactives: at the highest dose activity change, negative = inhibition, actives largely listed as inhibitors; 390,000 compounds, 4.4% hits; Lysine-specific demethylase 4A (Homo sapiens), O75164; further: potency means the concentration at half of the fitted maximal effect; on the % scale 0 is the no-effect control and ±100 the full control effect; nearly all actives have a fitted effect of over 50% in size
ALOX12 inh – Primary qHTS assay for inhibitors of human arachidonate 12S-lipoxygenase (ALOX12): Round 2; Polyunsaturated fatty acid lipoxygenase ALOX12 (Homo sapiens), P18054; purified 12hLO, xylenol orange hydroperoxide absorbance; Potency, µM (doses to about 108 µM), without a hit: at the highest dose activity change, negative = inhibition, actives largely listed as inhibitors; 580,000 compounds, 1.1% hits; AID 1671190, 2021; further: potency means the concentration at half of the fitted maximal effect; on the % scale 0 is the no-effect control and ±100 the full control effect
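Purified human 12hLO at 150 nM in 25 mM Hepes, 0.01% Triton X-100, pH 7.0, preincubated 15 min at room temperature with compound. Reaction started with 40 uM arachidonic acid, 30 min at room temperature. Hydroperoxide measured by Fe-xylenol orange, 573/405 nm absorbance ratio.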
The depositor's hits bear a star; ? = inconclusive; . = not tested or not shown; & = joins results of further samples; ! = not active in a repeat; [ ] = dose if it differs, or a comment. Unless noted, the call rests on the fitted dose curve; in most records, active means well fitted curve in the direction sought with a large enough effect; inconclusive means small, poorly fitted or top-dose-only effect, or another doubt; inactive means no such curve, though single readings can be large; an effect the other way counts as inactive or inconclusive. A portion of the library. The share of hits here may be higher or lower than overall.

SMILES	RGS4 inhibitor	BAZ2B inh	GLS inhibitor	HP1b binding inh	PI4K2A inh	G9a block	ERG Ets-DNA blk	JMJD2A Tudor	ALOX12 inh
Cc1ccc(S(=O)(=O)N/N=C/c2c[nH]c3ccccc23)cc1	1%	-18%	9%	22%	2	-17%	1%	-15%	?
Cc1ccc(N2CCN(S(=O)(=O)c3cc(C(=O)Nc4cc(Cl)cc(Cl)c4)ccc3F)CC2C)cc1 (stereo not drawn)	22%	-17%	-1%	20%	-2	?	7%	-16%	?
CCOc1[nH]n(-c2ccccc2)c(=O)c1C=Nc1ccc(C)cc1	3%	?	-1%	30%	-2	-1%	9%	-4%	-1%
Cc1cccn2c(CNCCc3ccco3)c(C(=O)N3CCOCC3)nc12	0%	-20%	-6%	6%	4	.	2%	-10%	0%
COc1ccc2[nH]c(=O)c(CN(C(=O)c3cccnc3)c3ccc(C)cc3C)cc2c1	-8%	-12%	12%	-9%	4	-2%	-3%	-22%	-3%
CCOC(=O)c1ccc(N2CCN(c3cc(C)ccc3C)CC2)c(NC(=O)Nc2ccccc2)c1	13%	-1%	8%	42%[activator]	3	-3%[59 µM]	2%	-17%	-22%
CCOc1ccc(S(=O)(=O)N2CCCC(C(=O)NCc3ccccn3)C2)cc1C (stereo not drawn)	21%	9%	-2%	14%	3	4%	-2%	-10%	1%
O=c1c2ccccc2nnn1CSc1nnnn1-c1ccccc1	19%	7%	0%	13%	4	?	2%	1%	-26%
COCCNc1nc2c(c(=O)n(C)c(=O)n2C)n1Cc1cccc(C)c1	-15%[56.9 µM]	17%	12%	70%[activator]	-1	33%	2%	-9%[57.1 µM]	19%
CNC(=O)C(=O)NCC(c1cccs1)S(=O)(=O)c1ccc(C)cc1 (stereo not drawn)	19%	-5%[57.1 µM]	-13%	16%	4	14%	-30%	-2%	0%
COc1ccc(OCC(=O)NNC(=O)C(=O)N2CCCC2)cc1	0%	?	-3%	34%	-4	20µM*	-2%	-4%	8%
CN1CCCC(OC(=O)c2ccc(C(C)(C)C)cc2)C1 (stereo not drawn)	-12%	8%	-17%	31%	-2	.	19%	-11%	19%
O=C(CNC(=S)NC(=O)c1ccco1)c1ccccc1	-32%	-13%	9%	-8%	-3	?	-2%	4%	-13%
CCC(=O)Nc1sc2c(c1C(=O)Nc1cccc(C)c1)CCCC2	-1%	2%	1%	33%	-1	-39%[59 µM]	1%	3%	0%
COc1ccccc1/C=N/NC1=NCCCCC1	-8%	-32%	-1%	20%	0	-5%[59 µM]	.	-10%	-21%
O=C(Nc1ccccc1C(=O)N1CCCCC1)C1CCCCC1	-15%	1%	-3%	22%	0	4%	-19%	-9%	-4%
COc1c(Cl)cc(Cl)cc1C(=O)Nc1cccc(-c2nc3ccccc3o2)c1C	31%	-17%	-15%	25%	-2	-28%[59 µM]	11%	-6%	-1%
CCOc1ccc(C(C)=O)cc1COC(=O)c1cc([N+](=O)[O-])ccc1N1CCOCC1	-52%	-23%	-12%	-1%	-1	-4%[0.501 µM]	12%	-32%	-14%
COc1ccccc1-n1cnc(N)c1C(C)=O	12%	-3%	1%	15%	-19	19%[12.7 µM]	7%	-13%	404%[activator]
COc1ccccc1N1CCN(C(=O)Cn2c(=O)nc(-c3ccccc3)c3cc(Cl)ccc32)CC1	21%	-11%	-16%	10%	6	5%[59 µM]	-1%	-13%	-12%
N#Cc1ccccc1NC(=O)c1ccc(-c2ccccc2Cl)o1	3%	6%	6%	23%	-3	5%[59 µM]	1%	16%	-4%
COc1ccc(-c2[nH]ncc2CN2CCCO2)cc1F	-28%	7%	-3%	41%[activator]	3	.	-2%	-8%	2%
CCOC(=O)c1sc2nc(C)nc(NCc3cccnc3)c2c1C	2%	-8%	-3%	14%	-1	11%	4%	-14%	3%
S=c1[nH]nc(-c2cnccn2)n1-c1ccccc1	8%	?	7%	30%	3	?	-1%	32µM*	?
COc1ccc2oc(C(=O)N3CCN(C(c4ccccc4)c4ccccc4)CC3)c(C)c2c1	-5%	-9%	0%	-7%	5	?	-7%	-24%	?
N[C@@H](Cc1cnc[nH]1)C(=O)O	13%[56.9 µM]	.	-6%	.	-2	6µM*!	.	.	-1%
Cc1nn(Cc2ccc(F)cc2)c2sc(C(=O)Nc3ccc(N4CCOCC4)cc3N3CCOCC3)cc12	-19%	40µM*	-7%	?	-2	11µM*	-11%	?	0%
CN(Cc1ccccc1F)C(=O)C1CCCN(C(=O)c2ccc(Cl)cc2)C1 (stereo not drawn)	3%	1%	-1%	22%	-5	-33%	-21%	-1%	10%
CC(=O)Nc1ccc(NC(=O)CC2Sc3ccccc3NC2=O)cc1 (stereo not drawn)	-11%	-12%	-2%	55%[activator]	-2	?	4%	6%	3%&-7%
CC(=O)N1c2ccc(S(=O)(=O)NCc3ccco3)cc2CC1C (stereo not drawn)	-4%	-4%	-1%	54%[activator]	3	.	3%	5%	2%
CCOC(=O)c1c(S(=O)(=O)N2CCC(C(=O)N3CCN(c4ccc(F)cc4)CC3)CC2)c(C)n(C)c1C	28%	-35%	28%	4%	-2	2%[59 µM]	0%	-22%	-21%
CCC(C)(C)NC(=O)c1ccc(Br)o1	0%	2%	7%	30%	5	5%	9%	1%	-26%
O=C(O)c1ccccc1C(=O)c1ccc2c(c1)N(Cc1cccc(F)c1)C(=O)CO2	-29%	-27%	-15%	41%[activator]	-1	-30%	-5%	-17%	-11%
Cc1ccc(S(=O)(=O)N2CCOCC2)cc1NC(=O)COC(=O)c1ccc(Cl)nc1	11%	.	16%	12%[57 µM]	-25	.	-3%	-8%	6%
CSc1cccc(NC(=S)N(CCC(C)C)C(C)c2ccncc2)c1 (stereo not drawn)	-20%	-32%	4%	24%	-1	?	0%	?	-1%
COCCCNC(=O)COc1ccc(S(=O)(=O)NCc2ccccc2)cc1Cl	11%	-4%	3%	10%	7	1%	-5%	-9%	-4%
O=C(NCCc1c[nH]c2ccccc12)c1cc(Cl)c2c(c1)OCO2	-4%	?	-1%	?	5	-11%	3%	?	-10%
CCOc1ccc2cc(S(=O)(=O)n3ccnc3C)ccc2c1	-26%	-33%	4%	32%	7	?	6%	-18%	3%
CC1C(=O)N(Cc2ccc([N+](=O)[O-])cc2)c2ccccc2N1C(=O)C1CC1 (stereo not drawn)	-30%	-22%	-16%	34%	-4	2%	-2%	-7%	1%
COc1cc(OC)cc(C(=O)Nc2ccc(S(=O)(=O)Nc3ccccn3)cc2)c1	5%	5%	-5%	27%	2	?	-7%	-2%	-9%
COc1cccc(NC(=O)N(Cc2c[nH]c3ccccc23)C2CCCCC2)c1	-14%	.	24%	14%	0	3%[59 µM]	-5%	-35%	0%
Cc1cc(C)c(S(=O)(=O)NCC(c2ccco2)N2CCc3ccccc3C2)c(C)c1 (stereo not drawn)	0%	-38%	6%	11%	6	?	-2%	-21%	-13%
CC[C@@H](C)[C@H](NC(=O)CNC(=O)Cc1c(C)c2c(cc(C)c3c(C)coc32)oc1=O)C(=O)O	18%	0%	4%	21%	-13	8%	14%	-22%	-1%
COc1cccc(OC)c1C(=O)OCC(=O)NCCCc1ccccc1	30%	3%	-15%	25%	-1	19%	1%	-8%	-12%
CN(C(=O)c1ccco1)c1nc(-c2ccc(Cl)cc2)cs1	-18%	6%	1%	1%	-2	.	-3%	-16%	-7%
CCOc1ccccc1NC(=O)CSc1nnc(-c2cnccn2)n1CC	32%	5%	8%	17%	3	17%[59 µM]	-1%	-5%	0%
CCCN1CCN(c2nnc(-n3cccc3C(=O)Nc3ccccc3C(F)(F)F)s2)CC1	-14%	-17%	3%	42%	-5	-34%[59 µM]	1%	-35%	-26%
O=C(Nc1ccccc1)Nc1nnc(-c2cccs2)s1	5%	-3%	-2%	36%	-4	14%[59 µM]	-3%	-6%	-12%
Cc1ccc(S(=O)(=O)NNC(=O)Nc2cccc(C)c2C)c(C)c1	-6%	0%	42%[activator]	33%	0	21%	-17%	-5%	0%
O=C(NCc1noc2ccccc12)N1CCN(c2ccccc2F)CC1	1%	-16%	-1%	36%	1	-2%[59 µM]	-2%	-17%	5%
NNC(=O)c1ccc(Cl)cc1Cl	23%	-1%	20%	34%	7	1%[59 µM]	-5%	-10%	15%

High-throughput results (PubChem)
